SSB-PriA inh = K. pneumoniae PriA-SSBct interaction inhibition; AlphaScreen SSBct-PriA binding, biotinylated peptide; inhibition, % at 33 µM; actives 0.6% (n = 430,000); AID 1272365; in the data active means inhibition mostly above about 37%, no sharp cut-off; inactive means mostly below about 20%;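 further: plate controls were negative control peptide for no effect and reference peptide for full effect; strong numbers were not always called active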
* marks the source's active call; other numbers are inactive results; & = joins results of further samples. These rows are one share of the data. The share of hits here may be higher or lower than overall.

Structure	SSB-PriA inh
Cc1ccc(C(=O)NCCn2cc(SCc3ccc([N+](=O)[O-])cc3)c3ccccc32)cc1	10
Cc1cccc2sc(OC3CCN(C(=O)NCc4cccs4)CC3)nc12	-8
Cn1cc(-c2ccco2)nc1CCNS(=O)(=O)c1ccc2c(c1)OCCO2	6
COc1ccc(NC(=O)CSC2=NC3=C(C(=O)CCC3)[C@H](c3ccco3)C2C#N)c(OC)c1 (some centres not stated)	4
O=C(Cc1ccc(F)cc1)NCC[C@H](O)c1cccs1	-18
Cc1nc2c(sc3ccccc32)c(=O)n1CC(=O)Nc1ccc(F)cc1Cl	5
Cc1cc(C)c(S(=O)(=O)Nc2cc(Cl)c(O)c3ccccc23)cc1C	44
S=c1[nH]nc(-c2cccs2)o1	1
Cc1nnc(NN=Cc2ccccc2O)n1N	4
COc1ccc(NC(=O)COc2cccc3c2CCN(Cc2ccccc2F)C3=O)c(OC)c1	-8
Cc1ccc(N2CCN(S(=O)(=O)c3ccc(F)cc3)CC2)cc1C	-1
COc1cccc2sc(N3CCN(C(=O)c4ccc5c(c4)CCCC5)CC3)nc12	-1
CC(=O)N1CCc2cc(Br)cc(S(=O)(=O)CCC(=O)N3CCc4ccccc4C3)c21	-12&0
COc1ccccc1-c1ccc(=O)n(Cc2cc(C)ccc2C)n1	-7
Cc1nc2sccn2c(=O)c1NC(=O)c1ccccc1I	-1
O=C(CCc1ccc(C(F)(F)F)cc1)N1CCC(c2ccsc2)CC1	-23
COc1ccc(OC)c(C=c2sc3nc(-c4cccs4)nn3c2=O)c1	-6
CCSc1ccccc1C(=O)NCC(OC)c1cccc(F)c1 (configuration not stated)	5
COc1cn(C)c(C(=O)Nc2cccc(SC)c2)cc1=O	-26
CCC12CN3CCN(CC(C3)C1=NO)C2	-2

Part of the list above in order of length of the SMILES, low to high.
Structure	SSB-PriA inh
S=c1[nH]nc(-c2cccs2)o1	1
CCC12CN3CCN(CC(C3)C1=NO)C2	-2
COc1ccccc1-c1ccc(=O)n(Cc2cc(C)ccc2C)n1	-7

Next part.
Structure	SSB-PriA inh
CCN1CCN(c2cc(N3CCc4ccccc4C3)c([N+](=O)[O-])cc2F)CC1	83*
CCn1nccc1C(=O)Nc1nc2c(Cl)cccc2s1	-9
NC(C(=O)O)c1ccc(Br)cc1 (configuration not stated)	-10
Cc1noc(CNC(=O)c2cc(OCc3ccccc3)no2)n1	-43
N#CC1C(SCC(=O)NC2CC2)=NC2=C(C(=O)CCC2)C1c1ccco1 (configuration not stated)	-1
CC1CN(c2nc(-c3ccccc3)c3cc(Br)ccc3n2)CC(C)O1 (configuration not stated)	-17
CCc1cc(=O)oc2cc(OCC(=O)N3C[C@H]4C[C@H](C3)c3cccc(=O)n3C4)c(Cl)cc12	0
O=C(NC[C@H]1CCCN1c1ccccc1)c1ccccc1C(F)(F)F	6
CC(=NNC(=O)c1nn(C)c(C)c1Br)c1ccc(NC(=O)c2ccoc2C)cc1	-1
O=C(CS(=O)(=O)c1ccc(F)cc1)Nc1ccccc1-c1nc2ccccc2[nH]1	-1
COc1ccccc1CCNC(=O)c1ccc(=O)[nH]n1	-18
CCOC(=O)c1sc(NC(=O)C2CCCCC2)nc1-c1ccccc1	-13
CC(C)(C)Cc1nnc(C2CCCN(C(=O)C3CC3)C2)o1 (configuration not stated)	-11
COc1ccc(C=NNc2cc(N(C)C)nc(N(C)C)n2)cc1	37
CNC(=S)NN=Cc1cc(C)n(-c2ccc(Cl)c(Cl)c2)c1C	14
O=C(CSc1ccc(NC(=O)C2CC2)nn1)Nc1ccc(OC(F)(F)F)cc1	-13&5
Cc1ccc(C)c(NC(=O)CSc2nc3c(sc(=S)n3-c3ccccc3)c(=O)[nH]2)c1	8
CCOc1cc(C=NNc2ccc([N+](=O)[O-])cc2)ccc1OCC(=O)Nc1ccc(C)c(C)c1	-14
COc1cc(C=NNC(=O)c2ccc(CSc3nc4ccccc4[nH]3)cc2)ccc1O	-15
O=C(Nc1ccccc1-c1nc2ccccc2[nH]1)C1=COCCO1	-12

Laid out differently: results already given
compound: CC1CN(c2nc(-c3ccccc3)c3cc(Br)ccc3n2)CC(C)O1 (configuration not stated)
- SSB-PriA inh = -17

compound: CCc1cc(=O)oc2cc(OCC(=O)N3C[C@H]4C[C@H](C3)c3cccc(=O)n3C4)c(Cl)cc12
- SSB-PriA inh = 0

compound: O=C(NC[C@H]1CCCN1c1ccccc1)c1ccccc1C(F)(F)F
- SSB-PriA inh = 6

compound: CC(=NNC(=O)c1nn(C)c(C)c1Br)c1ccc(NC(=O)c2ccoc2C)cc1
- SSB-PriA inh = -1

Next section
Structure	SSB-PriA inh
O=C(c1ccc(Cl)cc1Cl)N1CCN(c2ccc(N3CCCCCC3)nn2)CC1	-2
Cc1cc(NC(=O)C(=O)NCCCN2CCCC2=O)no1	1
CN(C)c1ccc(C=Nc2ccccc2CC(c2c[nH]c3ccccc23)c2c[nH]c3ccccc23)cc1	-7
COc1cc(C=NNC(=O)C(=O)NCc2cccnc2)cc(OC)c1OC	-9
Cc1ccc(C)c(NC(=O)CSc2nc3c(c(-c4ccco4)c2C#N)CCCC3)c1	2
O=C(Nc1nnc(-c2ccc(Cl)s2)o1)c1ccccc1Oc1ccccc1	-15
CCOC(=O)c1oc2ccccc2c1NC(=O)c1ccc(S(=O)(=O)N(CC)CC)cc1	2
Cc1nsc(C(=O)NCc2nc(-c3ccccc3)no2)n1	-15
CC(=O)c1c(C)cc(C)[nH]c1=O	-7
COc1ccc(-c2ccc(=O)n(CCCC(=O)Nc3ccc(C)c(F)c3)n2)cc1OC	6
CO[C@H]1CCN(c2ccc(C(=O)NCCc3cccs3)cc2)C1	-10
Cn1cc(S(=O)(=O)N2CCCN(C(=O)c3ccc(-n4cccc4)cc3)CC2)cn1	5
CCCCc1ccc(NC(=O)c2cc(OC)no2)cc1	-27
O=C(Nc1nnc(-c2ccc3c(c2)CCCC3)o1)c1cccc(C(F)(F)F)c1	-33&-27
Nc1nonc1-n1nnc(C(=O)NN=Cc2ccc(OCc3ccccc3F)cc2)c1CN1CCCCC1	-20
CCc1c(C#N)c(SCCC(=O)Nc2ccc(-c3nc4ccccc4s3)cc2)nc2c1C(=O)CC(C)(C)C2	-23
O=C(C1CCN(c2cc(-n3ccnc3)ncn2)CC1)N1CCN(c2ccc(C(F)(F)F)cn2)CC1	-6
O=C(CCc1ccccc1)NCC1CCN(Cc2ccco2)CC1	-6
O=C(CSCc1ccccc1)NCCn1ccc(-c2ccncc2)n1	-3
Cc1ccc(S(=O)(=O)Oc2ccc(F)cc2)c(C)c1C	-38

Other structures.
Structure	SSB-PriA inh
CCN1CCN(CC(=O)NN=Cc2cc(Br)cs2)CC1	-18
CN(C)c1ccc(CCNC(=O)C(=O)NCCN2CCOCC2)cc1	1
O=C([C@H]1CCc2nc[nH]c2C1)N(CCO)Cc1ccccc1	-1
COc1ccc(Br)c(C(=O)NCCn2nc(C(F)(F)F)cc2C2CC2)c1	-20
CN(CC(=O)NCCc1cccs1)c1nc2c(C(F)(F)F)cccc2s1	-14
COC(=O)c1cn(NC(=O)c2cc(-c3ccco3)nc3ccccc23)c(=O)c2ccccc12	-2
C[C@@H](CCc1ccccc1)NC(=O)CSc1nc2ccsc2c(=O)n1Cc1ccc(F)cc1	-1
Cc1cnc2n(c1=O)C(CC(=O)N1CCN(c3ccc(F)cc3)CC1)CS2 (configuration not stated)	-12
CCOC(=O)c1sc(NC(=O)CN2CCOCC2)c(C(=O)OCC)c1C	-11
O=C(Cn1nc(-c2cccs2)c2sc(N3CCCC3)nc2c1=O)NCc1ccc2c(c1)OCO2	-21
O=C(Cc1ccc(Cl)cc1)Nc1ccc(-c2ccc(N3CCOCC3)nn2)cc1	-11
Cc1cc(N2CCN(C)CC2)nc(N2CCN(S(=O)(=O)c3ccc4nc(C)sc4c3)CC2)n1	1
Cc1nn(C2CCS(=O)(=O)C2)c2nc(-c3ccco3)cc(C(=O)NCc3ccc4c(c3)OCO4)c12 (configuration not stated)	9
CSc1ccc2nc(N)sc2c1	2
O=C(c1ccno1)N(Cc1ccsc1)Cc1ccco1	-3
CCOc1ccc(-c2noc(CN3N=NC4C(=O)N(c5ccc(C(C)C)cc5)C(=O)C43)n2)cc1OC (configuration not stated)	-8
NC(=O)CSc1nc(-c2ccccc2)c(NC(=O)c2cc3ccccc3oc2=O)s1	11
O=C(O)CCn1cncn1	-12&-9
CC(C)CNC(=O)CSc1nnc(-c2ccncc2)n1-c1ccccc1	6
O=C(C1CCN(c2ccc(-c3ccc(F)cc3)nn2)CC1)N1CCN(Cc2ccccc2)CC1	-1

(further entries)
compound | SSB-PriA inh
O=C(NCC1(O)CCOc2ccccc21)c1ccc2ncsc2c1 (configuration not stated) | -7
CCOc1cn2c(cc1=O)C(=O)N(CCNC(=O)c1ccccc1C)CC2 | 6
O=C(Nc1nc2cc3c(cc2s1)OCO3)c1ccc(Br)s1 | -9
COC(=O)Nc1nc(CC(=O)N2CCN(c3cccc(Cl)c3Cl)CC2)cs1 | -12&-2
O=C(CN1N=NC2C(=O)N(c3ccc(Br)cc3)C(=O)C21)Nc1ccccc1F (configuration not stated) | -6
Cc1cc(C)n(-c2cc(NCCNC(=O)c3cc(-n4cccn4)nc(C)n3)ncn2)n1 | -8
Cc1nnsc1C(=O)N1CCC(Oc2ccc(N(C)C)nn2)C1 (configuration not stated) | -16
Nc1nonc1-n1nnc(C(=O)NN=Cc2ccoc2)c1CSc1ccc(Cl)cc1 | -22
O=C(Cn1nc(-c2ccco2)c2sc(N3CCCCC3)nc2c1=O)NCc1ccco1 | -12
Cc1cc(C)cc(NC(=O)Cc2csc(Nc3ccc(S(C)(=O)=O)cc3)n2)c1 | 6
Cc1ccc(C)c(CSC2=NS(=O)(=O)c3ccc(C)cc3N2)c1 | 1
COc1ccc(-c2noc(-c3cccn(CC(=O)NCc4ccco4)c3=O)n2)cc1OC | -9
O=C(O)c1cc2occc2[nH]1 | -9
O=C(NCc1cc(-c2ccccc2)on1)c1ccc2c(c1)OCO2 | 3
O=C(CCCCCn1c(=O)c2sccc2n(CC(=O)NCc2ccco2)c1=O)NCc1ccc2c(c1)OCO2 | -4
CCOC(=O)c1ccccc1NC(=O)CSc1ccc2nnc(CCNC(=O)c3ccc(C)cc3)n2n1 | -10&17
CCOc1cccc2cc(C(=O)Nc3ccc(SC)nn3)c(=O)oc12 | 5
O=C(NC1CCCCC1)N(Cc1ccco1)CC(O)Cn1c2ccccc2c2ccccc21 (configuration not stated) | -15&3
O=C(NCCn1ncc2c(=O)n(Cc3cccc(C(F)(F)F)c3)cnc21)c1cc2ccccc2o1 | -2
Cc1sc(NC(=O)[C@@H]2CCCCN2S(=O)(=O)c2cccs2)c(C#N)c1C | -11
Cc1nc(NCCNC(=O)c2cc(-n3cccn3)nc(C)n2)cc(N2CCOCC2)n1 | -1
Cc1ccc(N2CCC(CNS(=O)(=O)c3cccc(Cl)c3C)CC2)nn1 | -7
COc1ccc(OC2CCN(C(=O)c3ccc(N4CCOCC4)cc3)C2)nn1 (configuration not stated) | -4
CCOc1cc([C@@H]2CC(=O)N3CN(Cc4ccco4)CSC3=C2C#N)cc(Br)c1O | -14
OCCSc1nncn1N=Cc1c[nH]c2ccccc12 | -5
CC(C)(C)OC(=O)NN=Cc1ccc[nH]1 | -3
CCOC(=O)c1cnn2ccc(NC(=O)Cc3cn(C)c4ccccc34)cc12 | -9
O=C1Cc2cc(NC(=O)c3ccc(C(F)(F)F)cc3)ccc2N1 | -12
CN1C(=O)C(C)(C)COc2cc(NC(=O)c3ccc4c(c3)OCO4)ccc21 | -8
O=C(CNC(=O)C1CCCCC1)Nc1nc(CC23CC4CC(CC(C4)C2)C3)cs1 | -2

The results go on:
compound | SSB-PriA inh
NS(=O)(=O)c1ccc(NC(=O)CC(NCc2ccccc2)C(=O)O)cc1 (configuration not stated) | -7
CCCN1CCCc2cc(CCNS(=O)(=O)Cc3cccc(C)c3)ccc21 | 73*
COc1cccc(OCCn2cc(C=NNC(=O)c3ccncc3)c3ccccc32)c1 | 22
CN(C)c1ccc(C=NNC(=O)COc2ccccc2)cc1 | -8
COc1ccc2c(C)c(C(=O)NCc3cccnc3)oc2c1 | -2
O=C(NCC#CCOc1ccc2c(c1)OCO2)C1CC(=O)N(c2ccc(F)cc2)C1 (configuration not stated) | -19
CC[C@H](C)c1ccc(Cn2c(CNC(=O)c3ccco3)nc3ccccc32)cc1 | -14
Brc1ccc(C=Nc2nc3ccccc3n2CCN2CCOCC2)cc1 | -6
Cc1nnc(NN=Cc2cc(C)n(-c3ccc(F)cc3)c2C)n1N | 32
Cc1ccc(C)c(CSC2=NCCN2C(=O)COc2ccc(Cl)cc2Cl)c1 | -8
CC1Oc2ccccc2OC1C(=O)Nc1nnc(C2CCCCC2)o1 (configuration not stated) | -3
Cc1cc(C)c(NC(=O)Cc2cc(=O)[nH]c(SCc3ccccc3)n2)c(C)c1 | -13
COC(=O)Nc1nc(CC(=O)Nc2ccccc2OC)cs1 | -13
CCn1nnc2c(N3CC(C(=O)Nc4ccc(Br)c(C)c4)C3)ncnc21 | -1
COCCn1c(-c2cccnc2)n[nH]c1=S | -17
CN(CC#CCNC(=O)CNC(=O)c1ccccc1)Cc1ccccc1 | -12
CSc1cccc(-n2nnc(C(=O)OCc3nc(-c4ccc(OC(C)C)cc4)oc3C)c2C)c1 | -7&-6
O=C(CSC1=Nc2cccnc2Nc2ccccc21)Nc1ccc(OC(F)(F)F)cc1 | 25
CCn1c2ccccc2c2cc(C3C4=C(CC(C)(C)CC4=O)OC(=N)C3C#N)ccc21 (configuration not stated) | -4&-3

Bioassay records as filed in PubChem.
